Dyrk1A ADPGlo – rat Dyrk1A kinase inhibitors, primary screen, biochemical, single point, plate reader; Dual specificity tyrosine-phosphorylation-regulated kinase 1A (Rattus norvegicus), Q63470; ADP-Glo luminescence, NFATc1 peptide; inhibition, % at 12.5 µM; 310,000 tested, 0.43% active; AID 504441, 2011; in the data active = inhibition above about 50%;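 note: plate controls were vehicle with enzyme for no effect and no enzyme for full effect; many of its hits are not listed in these tables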
GSK3B inh – human GSK3beta kinase inhibitors, primary screen, biochemical, cell-free homogeneous, HTS; Glycogen synthase kinase-3 beta (Homo sapiens), P49841; GST-GSK3beta kinase, ADP-Glo luminescence, 60 min; hits give low values; AID 2097, 2009; 300,000 tested, 0.038% active; activity score (negative = inhibition), % at 10 µM;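 active = more than half of replicate wells score below -50%, meaning over 50% inhibition versus plate controls; inconclusive = some replicates but at most half score below -50%; inactive = no replicate scores below -50%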;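 note: 0% = median DMSO wells and -100% = median GW8510 positive control wells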
Target sequence (P49841 whole entry, looked up): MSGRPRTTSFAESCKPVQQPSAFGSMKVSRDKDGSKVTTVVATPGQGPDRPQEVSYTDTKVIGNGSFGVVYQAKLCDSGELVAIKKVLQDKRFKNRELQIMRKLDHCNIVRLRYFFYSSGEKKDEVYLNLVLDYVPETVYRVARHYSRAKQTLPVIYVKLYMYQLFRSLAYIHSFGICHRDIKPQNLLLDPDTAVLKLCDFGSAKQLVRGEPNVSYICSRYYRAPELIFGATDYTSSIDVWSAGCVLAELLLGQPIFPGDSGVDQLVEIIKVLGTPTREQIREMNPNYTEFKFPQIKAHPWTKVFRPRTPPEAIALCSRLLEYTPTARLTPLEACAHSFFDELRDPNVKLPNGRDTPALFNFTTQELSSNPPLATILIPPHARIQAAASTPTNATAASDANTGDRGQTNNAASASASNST
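Test system: GST-fused GSK3beta enzyme, cell-free | Quantity: 1.6 ng GST-GSK3beta enzyme per well | Reagent: 25 µM ATP with peptide substrate | Schedule: 60 min enzyme reaction, room temperature | Signal: Luminescent ADP-Glo measurement of ADP formed | Read-out basis: Score relative to plate controls | Control set: DMSO and 20 µM GW8510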
GSK3A inh – blockers of GSK3A enzyme activity – biochemical, luminescence, cell-free homogeneous, HTS, primary screen; GSK-3 alpha kinase, ADP-Glo luminescence, 60 min; inhibition, % at 10 µM; 320,000 tested, 0.1% active;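 in the data active = inhibition above about 50%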;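 note: GST-tagged GSK-3 alpha with peptide substrate and 25 µM ATP; 0% = DMSO neutral wells and 100% = GW8510 positive control wells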
Target sequence (P49840 whole entry, looked up): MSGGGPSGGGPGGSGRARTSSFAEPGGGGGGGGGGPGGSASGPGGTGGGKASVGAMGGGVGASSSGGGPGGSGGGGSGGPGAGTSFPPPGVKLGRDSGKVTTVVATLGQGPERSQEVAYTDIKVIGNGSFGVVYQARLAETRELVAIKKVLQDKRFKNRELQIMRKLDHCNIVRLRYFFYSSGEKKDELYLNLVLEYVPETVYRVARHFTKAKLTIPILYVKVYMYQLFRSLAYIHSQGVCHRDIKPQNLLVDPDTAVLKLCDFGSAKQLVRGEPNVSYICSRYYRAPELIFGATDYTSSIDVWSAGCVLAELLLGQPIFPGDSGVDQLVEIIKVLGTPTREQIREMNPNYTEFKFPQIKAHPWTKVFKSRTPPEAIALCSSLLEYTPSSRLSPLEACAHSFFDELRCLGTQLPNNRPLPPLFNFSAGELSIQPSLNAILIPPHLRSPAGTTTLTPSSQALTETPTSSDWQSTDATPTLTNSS
Platelet DG rel – inhibitors of platelet dense granule secretion, primary screen, cell-based, MLPCN, human platelets; inhibition, %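 (compounds screened at 7.5 µM in platelet-rich plasma)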; human platelet-rich plasma, SFLLRN dense granule ATP release, luminescence; 300,000 tested, 0.22% active;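 active = mean replicate score, as percent of positive control, at or above 50; inconclusive = mean below 50 but at least one replicate at or above 50; inactive = mean and every replicate below 50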
AI-2 QS modul – Vibrio harveyi AI-2 quorum sensing modulators, primary screen, JMH597 strain, luminescence/OD600 ratio; Vibrio harveyi JMH597 AI-2 luminescence/OD600 ratio, 9 h; hits give low values; strain lacks LuxN and CqsS sensors; 0 = neutral-control median; activity change, % at 7.5 µM; 300,000 tested, 0.4% active; AID 2094, 2009; in the data active = activity change below about -75%, passing the limit was not always enough; inconclusive = no clear call, values can overlap the other calls;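 note: luminescence divided by OD600 gain over 9 h not by final OD600 alone; inactives centre near 13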
HSP90 inh – HSP90 inhibitors, primary screen, cell lysate, luminescence | 290,000 tested, 0.91% active | Heat shock protein HSP 90 (rabbit reticulocyte lysate; luciferase refolding) | AID 1789, 2009 | inhibition, % at 5.6 µM | Rabbit reticulocyte lysate, luciferase refolding luminescence, 3 h;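 active = inhibition above the screen-wide mean plus 3 SD, computed separately per campaign, cut at about 16% in these data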;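 note: 0% = DMSO wells and 100% = 60 µM geldanamycin wells; inhibitors lower the luminescence because luciferase stays unfolded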
HSF1 inhib – HSF1 inhibitors in luciferase reporter cells, primary screen, cell-based, NIH3T3, luminescence. 300,000 tested, 0.77% active. NIH3T3-HGL HSE-luciferase, MG132-induced, luminescence 8 h; hits give low values. activity change, negative = inhibition, % at 7.5 µM (by protocol);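 active = more than half of replicate wells show activity change below -50%, luminescence cut by over half; inconclusive = some wells, but at most half, below -50%; inactive = no replicate well below -50%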;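 note: luciferase reports HSF-1 transcriptional activity via heat shock element; 0% = median of DMSO wells and -100% = zero luminescence signal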
HDAC3 inh – HDAC3 deacetylase inhibitors, primary screen, biochemical, fluorescence, cell-free homogeneous; Histone deacetylase 3 (Homo sapiens), O15379; recombinant HDAC3, fluorogenic peptide/trypsin coupled; inhibition, % at 8.3 µM; 320,000 tested, 0.15% active; AID 2718, 2010; in the data active = inhibition above about 26%, passing the limit was not always enough; inconclusive = no clear call, values can overlap the other calls
PolyA inh – polyadenylation inhibitors in yeast reporter cells, primary screen, luminescence, S. cerevisiae; S. cerevisiae SKY197-pL101 polyadenylation reporter, beta-gal luminescence; efflux-impaired pdr1/pdr3 knockout yeast; score 100 = 6 SD above DMSO; calls only at 12 µM; 300,000 tested, 0.02% active;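 active = lowest replicate activity score at least 50, where 100 means six control SD above control mean; inconclusive = lowest score under 50 but half or more replicates reach 50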;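 note: yeast exposed to compound for 9 h at 30 °C; higher score means more reporter readthrough which indicates perturbed polyadenylation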
HSF1 activator – HSF-1 activators, primary screen, NIH3T3-HGL cells, MG132 stress, luminescence, single point; NIH3T3-HGL HSF-1 luciferase reporter, 8 h; 100% = twice DMSO control signal; activation, % at 9 µM; 300,000 tested, 1.7% active; AID 504408, 2011;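 active = mean replicate activation of at least 50% with a set share of replicates each reaching 50%; inconclusive = only one of those two conditions met; inactive = mean below 50% and too few replicates reaching it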;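 note: 0% = median of the neutral control wells and 100% = twice that signal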
* hit, by the source's call; i = inactive; ? = inconclusive; . = not tested or not shown. Not all compounds are listed (hit frequency here may not be typical).

SMILES | Dyrk1A ADPGlo | GSK3B inh | GSK3A inh | Platelet DG rel | AI-2 QS modul | HSP90 inh | HSF1 inhib | HDAC3 inh | PolyA inh | HSF1 activator
COC(=O)C1=C(C)N(Cc2ccccc2)C(=NCCCCO)N[C@H]1c1ccccc1 | . | -1.7 | 0.2 | -9.3 | 12.0 | 0.3 | -3.4 | 2.0 | i | -2.1
O=S(=O)(Nc1nc2ccccc2nc1N1CCN(c2ccccc2F)CC1)c1ccc(Cl)cc1 | -3.4 | 2.1 | -0.2 | -1.8 | 55.4 | -4.8 | -1.6 | 6.0 | i | 7.2
COc1ccc(NC(=O)CSc2nnnn2C2CCCC2)cc1 | -1.6 | 2.2 | -2.1 | -3.2 | 23.6 | -5.7 | 3.3 | -3.4 | i | 11.7
Brc1ccc(Nc2ncnc3[nH]ncc23)cc1 | . | 0.3 | 5.1 | -7.3 | 1.0 | -0.7 | 5.2 | 4.1 | i | 23.1
O=C(O)CCc1ccc(S(=O)(=O)N2CCOCC2)cc1 | -0.1 | 2.1 | -3.4 | 1.3 | 16.7 | 4.2 | -8.1 | -0.8 | i | 1.1
NC(=O)NC(=O)COC(=O)c1sc2ccccc2c1Cl | -0.3 | 2.9 | -0.8 | -1.9 | 33.2 | -0.1 | -1.2 | -5.7 | i | -7.4
Cc1ccc(Nc2cc(=O)[nH]c(=O)[nH]2)c(C)c1 | 2.5 | -0.6 | . | -7.8 | 29.6 | -1.0 | -11.2 | -14.0 | i | -2.7
CCCCNC(=O)Nc1ccc(C2SCCS2)cc1 | 3.4 | 0.2 | 0.0 | 8.1 | -19.5 | 0.2 | 46.9 | 17.1 | i | 69.4*
CC(=O)Nc1ccc(NC(=O)C2CC(=O)N(c3ccccc3Cl)C2)cc1 (stereo not given) | 1.3 | 1.9 | 1.5 | -1.0 | 31.5 | 4.6 | 1.9 | 0.9 | i | -14.8
O=C(c1ccco1)N1CCN(C(=O)C2CC(c3ccc(Cl)c(Cl)c3)=NO2)CC1 (stereo not given) | -0.7 | -0.2 | -1.6 | -1.2 | 14.1 | -1.1 | -2.3 | -5.6 | i | 9.4
O=C(NC1CC1)C1=C[C@H](c2c[nH]c3ccccc23)C[C@H](OCc2ccc(CO)cc2)O1 | 0.4 | 2.2 | -2.6 | 5.1 | 4.5 | . | -3.0 | 4.0 | i | 14.7
Nc1ccc(NC(=O)NC2CCCCC2)cc1 | 0.8 | -1.4 | -1.7 | 16.5 | 10.9 | 4.5 | -1.5 | 2.1 | i | -0.6
Cc1nc(C)c(-c2nnc(-c3ccccc3Cl)o2)cc1C(=O)NN | -5.1 | -1.3 | -1.6 | 3.6 | 29.4 | -4.8 | 5.3 | 1.8 | i | -4.3
Nc1cc(=O)[nH]c(SCC(=O)Nc2cccnc2Cl)n1 | 2.4 | 3.0 | 0.2 | -4.3 | 16.8 | 1.1 | -3.1 | 4.8 | i | 1.3
Cc1ccc(NC(=O)CSc2nc3ncc(Cl)cc3[nH]2)c(C)c1 | -0.9 | 1.2 | -3.1 | 2.1 | 13.8 | -7.0 | -3.7 | 6.2 | i | 1.2
CCCCN=c1sc(C(=O)OC)cc(=O)n1CCCC | -1.4 | -0.8 | 0.3 | 3.8 | 19.2 | -2.5 | 3.8 | 4.1 | i | 4.2
Cc1ccc(S(=O)(=O)N2CCCCC2CCNC(=O)C(=O)NCc2ccccc2C)cc1 (stereo not given) | 6.7 | 2.2 | -2.9 | -26.2 | 5.1 | . | 0.4 | . | i | -1.1
CN(NC(=O)Nc1ccc(Cl)cc1)c1c(Cl)c(Cl)nn1C | 5.2 | 2.0 | -2.0 | -2.6 | 36.8 | -2.7 | -3.3 | . | i | 6.7
O=C(NCc1ccncc1)c1nnc(Cc2c(F)cccc2Cl)o1 | -8.7 | 3.7 | -0.4 | 0.1 | 0.7 | 1.2 | -0.8 | -12.9 | i | 2.3
COc1ccccc1-n1c(SCC(=O)N2CCCCC2)nc2cccnc21 | 2.9 | . | 0.2 | -2.2 | . | 2.3 | 16.4 | 1.7 | i | 2.9
O=C1CC(SCCc2nc3ccccc3[nH]2)C(=O)N1c1ccc(F)c(Cl)c1 (stereo not given) | 4.1 | 0.5 | 0.9 | 10.0 | 18.5 | -4.8 | 7.0 | -2.8 | i | 3.0
COc1ccc(CNC(=O)/C=C/c2ccc(OCCCF)cc2)cc1OC | -1.9 | 1.1 | 5.8 | -1.5 | -3.1 | -8.1 | -1.1 | 3.8 | i | -14.8
COCCCn1c(=N)c(C(=O)NCc2ccc3c(c2)OCO3)cc2c(=O)n3ccccc3nc21 | 1.0 | -2.1 | -0.8 | -4.7 | 26.4 | -0.9 | -8.2 | -4.7 | i | 23.0
O=C(CCCCCN1C(=O)CCC1=O)Nc1ccc(Br)cc1F | 5.9 | -1.8 | -0.5 | -4.2 | 12.1 | -3.3 | -3.0 | 0.3 | i | -9.9
CSc1ccc(/C=C(/NC(=O)c2ccccc2)C(=O)NCCN2CCOCC2)cc1 | -8.3 | 0.4 | 0.9 | 9.4 | 13.5 | 4.8 | 7.6 | 6.3 | i | -8.3
COc1ccc(N2CCN(C(=O)c3ccc(-n4nc(C)cc4C)cc3)CC2)cc1 | 0.3 | 4.3 | -0.3 | -4.0 | 16.9 | -3.5 | -12.0 | 5.8 | i | -9.2
Cc1ccc(S(=O)(=O)c2nc(-c3ccc(F)cc3)oc2SCC(N)=O)cc1 | -6.1 | 2.3 | -1.1 | -2.5 | 3.6 | 0.9 | -0.9 | -10.2 | i | 5.4
CCCOc1ccc(C(=O)Nc2ccc(N3CCN(C(=O)c4ccco4)CC3)cc2)cc1 | -7.2 | -3.0 | -1.7 | 6.4 | 23.7 | -2.9 | 6.4 | -1.2 | i | -3.6
c1ccc(COc2ccc(Oc3nc(N4CCCCC4)nc(N4CCOCC4)n3)nn2)cc1 | -1.7 | -6.2 | -0.7 | -5.8 | 5.7 | -1.2 | 10.0 | 3.7 | i | 1.2
Nc1nnc(/C=C/c2ccccc2)s1 | -0.5 | -4.9 | 2.0 | 0.6 | 16.0 | 0.2 | 11.4 | 8.4 | i | 24.9
Cc1ccc(N2C(N)=C(C#N)C(c3ccsc3)C3=C2CC(C)(C)CC3=O)cc1 (stereo not given) | -1.9 | 0.3 | -0.2 | -1.2 | 16.1 | -1.6 | 3.8 | 4.6 | i | 18.5
O=C(O)CCCNS(=O)(=O)c1ccc(F)cc1 | -4.7 | 2.6 | -0.9 | -3.9 | 12.8 | 6.2 | -5.5 | -0.3 | i | 5.6
COC(=O)c1ccc(NC(=O)CSC2=Nc3ccccc3C3CC=NN23)cc1 (stereo not given) | -5.9 | -1.9 | 3.6 | 4.7 | 5.4 | 0.2 | 8.7 | -0.7 | i | 1.9
COc1ccc(N=Cc2c(O)cc(C)oc2=O)cc1 | -2.6 | 0.2 | -2.2 | 7.2 | 12.1 | -3.3 | . | -4.9 | i | .
O=C1OCC/C1=C\c1ccc(O)cc1 | 91.6* | -7.5 | 16.8 | 7.3 | 12.1 | -1.4 | -3.7 | 13.7 | i | 3.0
C=CCNC(=O)C1CC(=O)N(c2ccc(OCC(=O)Nc3ccc(CC)cc3)cc2)C1 (stereo not given) | 5.8 | 0.7 | -2.0 | -0.3 | 9.0 | 0.3 | -9.2 | -9.4 | i | 1.1
COc1cccc(Nc2cc(C)c3ccccc3n2)c1 | 7.5 | 2.9 | 0.5 | 0.1 | 3.6 | -2.8 | 16.0 | -1.8 | i | 5.3
Cc1sc2nc(CN3CCCCC3)nc(Cl)c2c1C | -0.5 | 3.3 | -3.2 | 0.0 | 1.8 | 1.0 | -5.8 | -3.2 | i | -15.7
CCN1CCN(S(=O)(=O)c2cc(C(=O)O)ccc2Cl)CC1 | -7.4 | -0.6 | -1.3 | -3.6 | 22.0 | 3.0 | -3.6 | 1.3 | i | -4.1
CCCCNC(=O)CSc1nc(Cc2ccccc2)nc2ccccc12 | 1.8 | 3.5 | -1.6 | -3.8 | 9.2 | 0.3 | 36.1 | 4.3 | i | 52.2*
CCn1cc(Cl)c(C(=O)Nc2ccc(OC)c(OC)c2)n1 | -2.9 | -0.9 | 9.0 | 5.2 | -0.1 | 2.0 | 5.8 | -1.6 | i | 11.3
O=C(Oc1ccccc1[N+](=O)[O-])c1cccnc1 | -0.7 | -0.9 | -3.9 | 4.0 | 15.6 | -3.4 | -7.7 | 6.3 | i | -2.0
CCCn1c(=O)c(F)cn(Cc2ccc(OC)c([N+](=O)[O-])c2)c1=O | 3.8 | -4.1 | -1.3 | 1.5 | 4.1 | -0.8 | -3.1 | -9.1 | i | 11.6
Cc1cc(C)c2nc(N(CCCN(C)C)C(=O)c3ccc(S(=O)(=O)N4CCCCCC4)cc3)sc2c1 | -3.5 | 1.4 | -1.4 | 7.8 | 0.5 | . | -1.2 | -1.0 | . | -2.9
O=C(CC1(O)C(=O)Nc2cc(Cl)cc(Cl)c21)c1ccncc1 (stereo not given) | 0.0 | -8.0 | -1.4 | -3.1 | -1.6 | 0.9 | -7.4 | -6.1 | i | 8.5
O=c1oc(/C=C/c2ccccc2)nc2ccccc12 | 2.8 | 3.0 | . | 15.9 | -8.5 | 21.0* | -5.8 | . | i | -13.5
O=[N+]([O-])c1ccc(NCc2ccc(Cl)cc2)nc1 | . | 0.8 | 1.3 | -11.6 | -23.5 | 0.4 | 24.8 | ? | i | 40.5
Cc1ccc2c(c1)CCCN2C(=O)c1ccc2c(c1)OCO2 | 1.5 | -1.4 | -1.7 | 16.5 | 1.6 | 3.1 | 3.4 | 2.6 | i | 5.1
S=C(NCCc1ccccc1)NCCc1ccccc1 | 1.1 | 3.3 | 0.7 | 0.9 | -17.0 | 5.1 | 11.7 | -1.0 | i | 35.3

Screening results as filed in PubChem BioAssay.
